CAL PDZ FP-1: CAL PDZ peptide-binding inhibitors, primary screen, biochemical, fluorescence polarization, Cer-tagged CAL PDZ, HTS. purified CAL PDZ, TMR-peptide fluorescence polarization, 1 h. 330,000 compounds, 0.02% hits. AID 504414, 2011. Golgi-associated PDZ and coiled-coil motif-containing protein (Homo sapiens), Q9HD26. inhibition, % at 20 µM;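 active means highest replicate inhibition of at least 40%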;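 further: plate controls were DMSO neutral control wells for no effect and unlabeled competitor peptide control wells for full effect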
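System: purified tagged CAL PDZ domain construct (CerCALP). Schedule: 1 h incubation at room temperature before polarization reading. Medium: 25 mM sodium phosphate pH 7.4, 150 mM NaCl, TCEP, IgG, Thesit. Read-out: percent inhibition from loss of millipolarization. Measured by: FP readout, S and P plane fluorescence. Probe or stimulus: fluorescent TMR peptide probe.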
NSD2 HMT inh: NSD2 histone methyltransferase inhibitors, primary screen, biochemical, AlphaScreen, single concentration, set 2; Histone-lysine N-methyltransferase NSD2 (Homo sapiens), O96028; AID 743445, 2014; inhibition, % at 12.5 µM; 310,000 compounds, 0.54% hits; NSD2 peptide methylation, 120 min; in the data active means inhibition above about 50%
Arr AP2 block: inhibitors of beta-arrestin/AP2 binding, primary screen, biochemical, GPCR trafficking, flow cytometry | FITC-arrestin peptide / GST-AP2 beads; AP2 beta2 appendage carries R879A mutation | inhibition, % at 10 µM | 340,000 compounds, 0.31% hits | AID 504490, 2011;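 active means inhibition above a set limit, near 3 SD of compounds lacking own fluorescence, cut at about 54% in these data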;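 further: plate controls were DMSO wells for no effect and 5 µM unlabelled arrestin peptide for full effect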
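Measured by: flow cytometry, FL1 (488/535 nm); Material: AP2 appendage R879A on GSH beads; Evaluation: percent response; Timing: pre-incubation 12 min, peptide binding 1 h, room temperature; Also added: 50 nM FITC-arrestin peptide; Medium: PBS with 0.05% Tween 20 and 0.1% BSA.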
LANA DNA inh: inhibitors of KSHV C-LANA binding to DNA, primary screen, biochemical, fluorescence polarization, FAM-LBS DNA, MBP-C-LANA, single point | Kaposi's sarcoma herpesvirus LANA C-terminal domain (residues 932-1162) DNA binding | inhibition, % at 9 µM | 340,000 compounds, 0.078% hits | AID 504423, 2011;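 active means highest replicate inhibition at or above 60% at 9 µM, even if other replicates fall short; inactive means all replicates below 60% inhibition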;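 further: 0% = neutral control wells and 100% = 4 µM acridine orange control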
Pemphigus Ab inh: inhibitors of pemphigus antibody binding to DSG3, primary screen, biochemical, bead-based, flow cytometry, scFv-GFP. 310,000 compounds, 0.48% hits. binding (percent of control), % at 10 µM. DSG3-coupled beads, scFv-anti-DSG3-GFP binding; stronger effect = lower value. Desmoglein-3 (Homo sapiens), P32926;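 active means binding more than 3 SD below its plate's average and above zero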; further: some compounds called inactive have numbers as strong as hits
Keap1 Nrf2 FP: Keap1-Nrf2 protein-protein interaction inhibitors, primary screen, biochemical, fluorescence polarization, single point; Kelch-like ECH-associated protein 1 (Homo sapiens), Q14145; Keap1 Kelch-Nrf2 peptide fluorescence polarization, 1536-well; inhibition, % at 9.4 µM; 340,000 compounds, 0.15% hits; in the data active means inhibition above about 12%;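 further: human Keap1 Kelch domain with fluorescein labeled Nrf2 9mer peptide probe; 0% = neutral control wells and 100% = peptide positive control; higher means more block of Keap1 binding to Nrf2 peptide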
V-ATPase pHluor: regulators of yeast V-ATPase proton pumping, primary screen, pHLuorin cytosolic pH fluorescence. S. cerevisiae. AID 504577, 2011. 350,000 compounds, 0.37% hits. response, % at 10 µM; in the data active means response mostly above about 7.3%, no sharp cut-off; inactive means mostly below about 5.4%; further: actives read high; inactives centre near 0; some compounds called inactive have numbers as strong as hits; reference of the scale not given here
DAGLB inhibitor: DAGLB lipase inhibitors, primary screen, biochemical, fluorescence, HTS; 340,000 compounds, 0.059% hits; inhibition, % at 5.17 µM; HEK293T DAGLB membrane lysate, EnzChek fluorogenic substrate; Diacylglycerol lipase-beta (Homo sapiens), Q8NCG7; in the data active means inhibition above about 34%;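 further: 0% = enzyme with vehicle and 100% = wells lacking enzyme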
Cardiac RTF inh: cardiac RTF calcium sensitivity inhibitors, primary screen, biochemical, IANBD-TnC fluorescence, EC70 calcium | Troponin I, cardiac muscle (Homo sapiens) + Troponin T, cardiac muscle (Homo sapiens) + … | IANBD-labeled cardiac RTF, Ca2+ fluorescence | inhibition, % at 7.15 µM | 340,000 compounds, 0.12% hits;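 active means inhibition above the mean inhibition of all tested compounds plus 3 SD, cut at about 17% in these data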;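 further: assay run at fixed EC70 calcium of 1.6 mM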
CAL PDZ FP-2: untagged CAL PDZ binding inhibitors, primary screen, biochemical, fluorescence polarization, HTS; Golgi-associated PDZ and coiled-coil motif-containing protein (Homo sapiens), Q9HD26; purified CAL PDZ, TMR-peptide fluorescence polarization, 1 h; inhibition, % at 24.9 µM; 300,000 compounds, 0.92% hits; AID 602252, 2012;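 active means mean inhibition of at least 30% with at least half of replicates also reaching 30%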;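 further: 0% = DMSO neutral control and 100% = excess unlabeled competitor peptide PRC23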
Active calls of the source: *; nt = not tested or not shown.

SMILES	CAL PDZ FP-1	NSD2 HMT inh	Arr AP2 block	LANA DNA inh	Pemphigus Ab inh	Keap1 Nrf2 FP	V-ATPase pHluor	DAGLB inhibitor	Cardiac RTF inh	CAL PDZ FP-2
CCNC(=S)Nc1ccc(C)c(Cl)c1	-2.4	-2	7	-2.9	101	1	nt	-3	-5	-1
CCC(C)NC(=O)C1(O)c2cc(Br)ccc2NC(=O)N1c1cccc(OC)c1 (centres undefined)	-0.3	-4	36	2.8	101	3	2	-3	-4	8
COc1cc(C(=O)NCc2nnc(SCC(=O)Nc3ccc4c(c3)OCO4)o2)cc(OC)c1OC	-3.6	2	-1	-1.6	88	-3	-1	0	-14	-2
CCOc1ccccc1OC(=O)c1ccco1	-0.6	-4	5	-1.2	nt	-9	1	-6	2	1
CCOC(=O)c1ccc(NS(=O)(=O)c2cc(-c3nnnn3C(C)C)ccc2OC)cc1	4.8	-1	8	-0.5	95	-5	3	2	-4	-1
O=c1c2cc(NC(=S)NC3CC3)ccc2nc2n1CCCCC2	0.4	4	33	1.4	98	0	0	0	-5	9
Cc1ccc([N+](=O)[O-])cc1NC(=O)CSc1n[nH]c(-c2cccnc2)n1	-1.6	-1	-6	-0.5	89	-2	2	3	2	-2
COC(=O)[C@@]12CCCN1[C@H](c1ccc(-c3ccc(OC)cc3)c(OC)c1)[C@H]1C(=O)N(C)C(=O)[C@H]12	-1.0	nt	3	-0.1	118	-8	-2	3	5	-1
Cc1ccc(S(=O)(=O)N2CCC[C@H]2C(=O)NCc2ccccc2Cl)cc1	-0.5	0	-9	-1.0	119	-4	4	-2	-4	-2
COCCCNC(=O)CN(c1ccc(F)cc1)S(=O)(=O)c1ccc2c(c1)OCCO2	-3.1	-2	5	0.7	120	-5	-1	-2	-2	-3
CS(=O)(=O)N1CCN(c2ccc([N+](=O)[O-])c(N3CCOCC3)c2)CC1	-1.1	5	-3	2.1	99	-5	1	4	-3	-2
CC(NC(=O)c1ccccc1F)c1nnc(SCC(=O)Nc2nccs2)n1C (centres undefined)	0.5	-3	13	-0.3	109	1	-1	3	-12	-3
CC(C)C(NC(=O)c1ccccc1Br)c1ccccc1 (centres undefined)	-1.8	6	46	-0.6	126	1	-2	-1	-6	-4
CCCCn1c(N)c(N(CCC(C)C)C(=O)CSc2nncn2-c2ccccc2)c(=O)[nH]c1=O	-0.5	1	-2	-3.0	93	-4	-1	0	-1	48*
O=C(Nc1ccccc1)C1CCN(C(=O)c2ccco2)CC1	-1.6	-2	2	0.5	105	-3	1	-2	-13	-3
C[C@H]1CN([C@@H](C)CO)C(=O)c2cccc(NC(=O)c3ccc(-c4nccs4)cc3)c2O[C@@H]1CN(C)C(=O)NC1CCCCC1	-1.3	nt	2	-1.9	98	-2	3	1	-9	2
CC(C)OCCCNC(=O)C1CC(=O)N(CCc2ccccc2)C1 (centres undefined)	-0.3	0	-13	-0.1	97	-1	3	-2	-10	5
Cc1nnc(SCc2cc(=O)[nH]c(N3CCN(Cc4ccccc4)CC3)n2)s1	-4.1	0	14	-0.5	105	-2	1	1	-7	-1
O=S(=O)(c1ccc(-c2nnc(SCc3nnc(-c4ccccc4)o3)o2)cc1)N1CCCC1	-0.5	1	-10	0.6	nt	4	-1	-2	-4	-5
CC1CC(C)CN(S(=O)(=O)c2ccc(NC(=O)c3ccc(=O)[nH]c3)cc2)C1 (centres undefined)	0.5	nt	21	0.4	96	5	-3	1	2	nt
Cc1ccc(C(=O)N2CCN3C(=O)c4ccccc4C23c2ccccc2)cc1 (centres undefined)	nt	nt	2	-1.1	102	-3	3	0	14	-6
O=C(Cc1cccc(F)c1)N1CCOCC1	-0.2	-4	-15	3.2	116	-3	0	1	-9	-10
O=c1oc2ccccc2c(Nc2cccc(O)c2)c1[N+](=O)[O-]	-0.5	16	-5	-0.6	99	0	-1	1	-20	2
CCN(CC)C(=O)CSc1nc2c(sc(=S)n2Cc2ccco2)c(=O)n1-c1ccccc1	-3.6	1	4	-0.4	102	1	1	4	-19	nt
O=C(NCC(=O)N(c1ccccc1)C(C(=O)NC1CCCCC1)c1ccncc1)c1ccco1 (centres undefined)	0.6	0	1	-0.6	101	4	-3	2	6	-5
COc1ccc(/C(N)=N/OC(=O)c2ccc(C)c([N+](=O)[O-])c2)cc1	-0.6	6	0	-0.3	102	-5	2	-4	-2	5
COc1ccccc1CCC(=O)Nc1ccc2c(c1)CN(Cc1ccc(C)o1)CC2	-1.1	1	2	-0.3	nt	-5	1	2	-2	-2
COc1ccc(N(C(=O)c2ccccc2)S(=O)(=O)c2cccs2)cc1	0.2	-1	-3	0.2	95	-1	0	-1	1	-5
O=C(CN1C(=O)c2cccc3cccc1c23)NCc1ccncc1	-1.3	8	-1	-0.5	nt	-6	3	0	-11	-2
CC(NC(=O)c1cc(-c2ccc(Br)cc2)on1)c1ccccc1 (centres undefined)	nt	-4	-8	0.3	103	-1	0	-2	-7	-4
CCOC(=O)N1CCN(C(=O)CS(=O)(=O)Cc2nc(-c3ccccc3F)oc2C)CC1	-1.1	-1	10	1.5	102	-5	-1	2	-6	1
COc1cc(C)ccc1OCc1cc(C(=O)N2CCCCCC2)no1	-2.1	-3	-11	-0.7	106	-3	2	-1	-6	1
COc1cc(C(=O)NCC(=O)N/N=C\C(C)=C/c2ccccc2)cc(OC)c1OC	-0.4	0	2	-1.6	106	-3	-1	2	-5	-3
O=[N+]([O-])c1ccc(OC(F)F)c(/C=N/n2cnnc2)c1	-0.8	1	6	0.2	93	0	7	0	-9	-1
COC1=CC(=Cc2c(N)n3nc(CC(=O)N4CCCCC4)sc3nc2=O)C=C(OC)C1=O	-3.2	9	15	0.6	nt	-18	2	0	-3	-5
Cc1cc(C)cc(-n2c(N)c(C(=O)Nc3c(C)n(C)n(-c4ccccc4)c3=O)c3nc4ccccc4nc32)c1	0.0	-2	-2	0.0	122	-2	2	0	-2	nt
CCSC1=NCCN1S(=O)(=O)c1ccc(F)cc1	-1.7	-3	14	0.5	79	0	2	-1	-1	-4
Cc1ccc(CNC(=O)CN(c2cccc([N+](=O)[O-])c2)S(=O)(=O)c2ccccc2)cc1	-0.5	2	-14	-1.0	98	-1	0	-2	7	-3
O=C(O)CC(NCc1ccco1)C(=O)OCC1CCCO1 (centres undefined)	0.0	1	3	-1.1	102	-3	0	1	-5	-2
O=C(CN(C(=O)c1csnn1)c1ccc(F)cc1)NCc1ccc2c(c1)OCO2	-2.4	-5	-2	0.8	nt	0	1	0	2	-2
Cc1ccc(S(=O)(=O)CCC(=O)OCC(=O)NC(N)=O)cc1	-1.9	-3	6	-0.2	91	-1	0	-1	-24	-4
c1ccc(-c2c[nH]c(-c3ccccc3)c2)cc1	-0.2	0	6	0.9	98	1	-4	-1	5	-4
CC(C(=O)Nc1nc2ccccc2[nH]1)N1C(=O)C2CC=CCC2C1=O (centres undefined)	-1.2	2	26	1.1	85	2	1	0	3	4
CCCOc1ccc(CNC(=O)CCC(=O)n2ncc3cc(C)ccc32)cc1	-0.3	nt	6	-0.3	97	-4	-8	3	-11	nt
CCN(CC)CCNC(=O)c1c(C)oc2cc(Br)c(OC)cc12	-3.4	17	14	-0.8	97	9	1	0	7	nt

Overlap with the part before: two compounds; new compounds follow.
SMILES	CAL PDZ FP-1	NSD2 HMT inh	Arr AP2 block	LANA DNA inh	Pemphigus Ab inh	Keap1 Nrf2 FP	V-ATPase pHluor	DAGLB inhibitor	Cardiac RTF inh	CAL PDZ FP-2
CCCOc1ccc(CNC(=O)CCC(=O)n2ncc3cc(C)ccc32)cc1	-0.3	nt	6	-0.3	97	-4	-8	3	-11	nt
CCN(CC)CCNC(=O)c1c(C)oc2cc(Br)c(OC)cc12	-3.4	17	14	-0.8	97	9	1	0	7	nt
O=C(N/N=C/c1cccnc1)c1ccc2ccccc2c1O	-0.2	3	-10	-1.4	109	-9	4	-1	-7	-4
COc1ccccc1NC(=S)N1CCN(c2ncccn2)CC1	-0.6	0	30	0.6	100	-1	8	-1	-3	-3
O=C(Cn1cc2c(n1)CCCCC2)NCc1ccccc1	0.5	nt	25	0.8	111	-2	-1	-4	3	nt
C=CCn1c(SCc2csc(C)n2)nc2sc3c(c2c1=O)CCCCC3	-1.5	-1	1	-0.9	111	-9	-1	-7	-4	nt
COC(=O)CSc1cnc2ccccc2n1	0.4	-3	-4	-1.0	103	1	1	-3	-4	-2
COc1ccc(O)c(/C=N/NC(=O)CCC(=O)Nc2ccc(F)cc2)c1	-1.2	-1	-17	1.5	nt	2	0	2	-3	-2
Cc1cccc(NC(=O)c2cnn(-c3ccc(F)cc3)c2C2CCNCC2)c1C	-0.6	-1	46	-0.3	nt	2	2	1	-5	-4
CCn1c(SCC(=O)NNC(=O)c2ccc(C)cc2)nnc1-c1ccncc1	-2.2	-1	0	-0.3	101	1	4	-1	-2	0
COc1ccc(-n2c(Cc3cc(=O)[nH]c(=O)[nH]3)nnc2SCC(=O)NC2CCCC2)cc1	-0.6	nt	9	0.2	112	-1	-1	-2	-4	4
COc1ccc(C(=O)NC(=S)N2CCN(c3ccc([N+](=O)[O-])cc3)CC2)cc1	-2.3	-1	-15	-0.9	101	-4	1	-5	-20	-2
O=C(Nc1ccccc1Cl)N1CCN(c2ccc3nnc(-c4ccc(F)cc4)n3n2)CC1	-6.3	-3	6	-0.3	105	2	0	1	1	nt
O=C(CSc1n[nH]c(-c2ccco2)n1)N1c2ccccc2Sc2ccccc21	-1.3	7	-1	-1.2	103	4	-1	3	-4	nt
CCOc1c(Br)cc(C(N)=O)cc1OC	-2.7	6	9	-0.2	100	3	-2	2	3	-3
CCN(CC)S(=O)(=O)c1cccc(C(=O)N/N=C(\C)c2cccs2)c1	-0.2	-1	-13	2.1	105	5	2	-1	5	nt
O=C(Nc1ccc2oc(Cc3ccc(Cl)cc3)nc2c1)c1cccnc1	-1.7	1	7	1.8	101	-5	0	2	-17	-6

Bioassay records as filed in PubChem BioAssay.

Not all compounds are listed; the hit share may differ from the screen's.
